ABCB6 inh MLPCN – blocks the human ABCB6 transporter | AID 602162 | Q9NP58 | 360,000 tested, 0.19% active | K562-ABCB6 porphyrin accumulation, flow cytometry, 1 h; stronger effect = lower value | fluorescence ratio to DMSO, % at 10 µM;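 active = fluorescence ratio to DMSO below 75%, the collection mean minus 3 SD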;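 also: signal is porphyrin accumulated inside mitochondria; 100% equals median channel fluorescence of DMSO control wells; lower ratio means ABCB6 inhibition with less porphyrin fluorescence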
Glyco luc inh – blocks N-linked glycosylation in D54 reporter cells; D54 ERlucT glycosylation luciferase reporter, 24 h; percent of 100 nM tunicamycin response; reporter increase, % at 12.5 µM; 360,000 tested, 0.23% active; AID 588692;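 active = mean luciferase reporter signal, scaled so untreated is 0 and the glycosylation-blocking control 100, at or above a set limit in every replicate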;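 also: luciferase carries N-glycosylation sites so blocking glycosylation raises the light; 0% = median of neutral control wells and 100% = median of 100 nM tunicamycin wells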
NOD2 RIPK2 PPI – inhibitors of human NOD2-RIPK2 interaction; O43353; CHO BLA complementation NOD2-RIPK2, CCF4 ratio; inhibition, % at 4.98 µM; 360,000 tested, 0.38% active; AID 624267; in the data active = inhibition above about 21%;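 also: 0% = vehicle only and 100% = reference blocker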
Target sequence (O43353 whole entry, looked up): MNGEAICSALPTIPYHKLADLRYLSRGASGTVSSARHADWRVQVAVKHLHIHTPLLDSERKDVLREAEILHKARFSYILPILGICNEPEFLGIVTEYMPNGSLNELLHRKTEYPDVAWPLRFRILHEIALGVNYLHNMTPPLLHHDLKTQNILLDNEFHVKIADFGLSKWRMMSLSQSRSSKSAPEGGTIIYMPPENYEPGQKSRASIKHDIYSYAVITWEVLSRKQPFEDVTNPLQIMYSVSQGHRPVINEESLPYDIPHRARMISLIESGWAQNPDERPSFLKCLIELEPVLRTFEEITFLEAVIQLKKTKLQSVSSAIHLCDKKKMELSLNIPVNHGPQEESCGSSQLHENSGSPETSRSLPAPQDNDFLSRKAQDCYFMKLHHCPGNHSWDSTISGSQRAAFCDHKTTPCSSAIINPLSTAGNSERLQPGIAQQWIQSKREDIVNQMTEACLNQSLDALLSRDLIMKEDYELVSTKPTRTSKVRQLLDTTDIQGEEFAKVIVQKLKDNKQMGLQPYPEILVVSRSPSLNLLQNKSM
TLR9-MyD88 inh – inhibitors of human TLR9-MyD88 binding | inhibition, % at 4.98 µM | 340,000 tested, 0.21% active | CHO BLA complementation TLR9-MyD88, CCF4 FRET ratio | AID 504734;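 active = inhibition above the mean over all tested compounds plus 3 SD, cut at about 21% in these data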;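 also: 0% = DMSO only wells and 100% = clavulanate BLA inhibitor control wells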
ABHD5 PLIN5 PPI – ABHD5-PLIN5 protein interaction inhibition; AID 602281; Split G. princeps luciferase complementation, luminescence, 4 h; Q00G26+Q8WTS1; 360,000 tested, 0.78% active; inhibition, % at 4 µM;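 active = inhibition above the mean inhibition across every tested compound plus 3 SD, cut at about 22% in these data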;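 also: 0% = DMSO only wells and the 100% control is not disclosed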
MC4R ag barr – activates human MC4R beta-arrestin recruitment; P32245; U2OS MC4R beta-arrestin complementation, luminescence; percent of melanotan II response, DMSO zero; activation, % at 8.9 µM; 360,000 tested, 0.98% active; AID 540308;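 active = activation above a per-plate cutoff, the mean activation of sample wells on that plate plus 3 SD, cut at about 8% in these data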
Target sequence (P32245 whole entry, looked up): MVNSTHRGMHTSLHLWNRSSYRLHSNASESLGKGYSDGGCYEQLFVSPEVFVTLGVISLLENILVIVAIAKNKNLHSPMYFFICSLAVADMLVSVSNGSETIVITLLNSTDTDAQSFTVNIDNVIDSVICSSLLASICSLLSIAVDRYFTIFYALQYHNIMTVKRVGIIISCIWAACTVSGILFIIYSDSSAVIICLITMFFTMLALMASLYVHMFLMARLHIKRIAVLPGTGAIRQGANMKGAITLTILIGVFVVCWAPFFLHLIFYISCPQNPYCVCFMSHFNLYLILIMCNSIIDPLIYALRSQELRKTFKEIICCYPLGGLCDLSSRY
aDG glyco act – alpha-DG glycosylation activation; Pro5-aDG cells, alpha-DG glycosylation AlphaScreen (IIH6); 0% Pro5, 100% B10-LARGE cell signal; activation, % at 10 µM; 360,000 tested, 0.22% active;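 active = activation of at least 8% versus controls, or a plate z-score of at least 8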;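 also: Pro5 are CHO cells carrying HIG-tagged alpha-DG that lacks glycosylation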
Granule exo inh – blocks lytic granule exocytosis; TALL-104 LAMP-1 surface exposure, flow cytometry; cells stimulated with thapsigargin and PMA; inhibition, % at 10 µM; 360,000 tested, 0.66% active; AID 651702;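 active = inhibition above about 55%, limit read from the data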
Vif inh – inhibitors of HIV Vif. 340,000 tested, 0.35% active. HEK293T cells, Vif self-association by quenched fluorescence, imaging, 24 h. AID 602346. inhibition, % at 7.49 µM; in the data active = inhibition above about 50%, passing the limit was not always enough; also: some results filed as inactive read as strong as hits
MC4R antag cAMP – human MC4R antagonism in cAMP assay. 360,000 tested, 0.48% active. MC4R-expressing cells, MTII-stimulated cAMP, LANCE TR-FRET. P32245. inhibition, % at 6.5 µM;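 active = inhibition above its plate's cutoff, the mean of tested wells on that plate plus 3 SD, cut at about 29% in these data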;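 also: 0% = Melanotan II alone and 100% = Melanotan II plus saturating MCL0020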
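system = U2OS cells with stable human MC4R expression | also added = Melanotan II challenge after compound preincubation | dosing = one concentration, 6.5 µM nominal | incubation = compound 30 min, challenge 1 h, detection 1 h | measured by = TR-FRET with Eu-cAMP and labeled anti-cAMP, 671 nm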
Starred values were filed as active, the others as inactive; x = no result given.

SMILES	ABCB6 inh MLPCN	Glyco luc inh	NOD2 RIPK2 PPI	TLR9-MyD88 inh	ABHD5 PLIN5 PPI	MC4R ag barr	aDG glyco act	Granule exo inh	Vif inh	MC4R antag cAMP
CSCC[C@H](NC(=O)c1nn(C)c(=O)c2ccccc12)c1nc2ccccc2[nH]1	90	7	-18	-9	-9	0.4	0.0	-1	6	-7
O=C(NCCc1ccccc1)c1ccccc1NC(=O)C1CC=CCC1C(=O)O (configuration not stated)	97	-6	4	-7	2	0.0	-0.2	-2	9	-5
O=C(Cc1c(F)cccc1Cl)OCC(=O)N1CCc2ccccc21	99	0	2	-2	6	-0.7	1.5	8	1	1
Cc1oc(/N=C/c2ccc(Cl)cc2Cl)c(C#N)c1C	106	1	-1	-7	-1	0.2	-0.1	4	x	14
CC(C)(C)OC(=O)CC12CCCCC1NC(=O)O2 (configuration not stated)	90	0	-3	1	0	-0.8	0.1	-4	-1	4
Cc1ccc(-c2nnc(SCC(=O)N3CCCC3)o2)cc1C	99	0	10	9	19	1.4	-0.1	1	16	13
Cc1ccc(S(=O)(=O)N2C3CC(c4ccccc4)N(S(=O)(=O)c4ccccc4Cl)CC3C(=O)C[C@H]2c2ccccc2)cc1 (some centres not stated)	x	x	-7	x	3	x	0.0	-1	x	x
O=C(Cn1cc([N+](=O)[O-])ccc1=O)N1CCc2ccccc2C1	98	3	-2	9	3	-4.5	0.0	5	-8	7
O=C1CC(c2ccc(S(=O)(=O)NCc3ccccc3)cc2)CN1 (configuration not stated)	103	0	-1	-3	0	-1.3	-0.2	-6	3	1
CC1(C(=O)NS(=O)(=O)c2ccc3c(c2)CCO3)CCN1C(=O)CCC1CCCC1 (configuration not stated)	89	0	4	x	16	2.3	0.2	5	x	0
O=C(NCCC1CCCC1)c1cccs1	104	-3	-3	-1	-3	-0.7	0.0	-8	-1	19
COc1cc(C)nc(OCCNC(=O)COc2ccc(Cl)cc2Cl)n1	104	0	-3	-7	-6	-2.7	3.9	-1	1	-7
Cn1cccc1C(=O)Nc1ccc(N2CCOCC2)cc1	98	-17	-6	-24	8	1.3	0.0	-1	27	0
CC1(C)OC(=O)C(=CNn2cnc3ccccc3c2=O)C(=O)O1	100	2	8	-5	-9	1.2	-0.1	-1	0	6
Cc1cc([N+](=O)[O-])nn1CCCC(=O)Nc1ccc(Cl)cc1Cl	101	-1	-2	6	-6	1.7	0.3	-3	8	7
CN1CCCN(C(=O)c2cc(=O)[nH]c3ccccc23)c2nc3ccccc3nc21	88	1	-4	0	1	0.1	0.1	-2	-2	10
Cc1ccc(NC(=O)Cn2c(CCC(=O)O)ccc2-c2cccs2)cc1	104	1	2	1	3	-1.9	-0.2	-2	x	-8
Cc1ccccc1CS(=O)(=O)Cc1ccc(C(=O)NCCCN2CC(C)CC(C)C2)o1 (configuration not stated)	95	1	0	-3	-4	-0.2	0.0	4	-1	1
CN(Cc1ccccc1)N=Nc1nc[nH]c1C(N)=O	98	-1	1	x	-6	x	-0.5	-7	x	x
CC(=O)c1cc(F)c(N2CCN(c3ccc([N+](=O)[O-])cc3F)CC2)cc1C	99	0	-8	-11	0	-1.2	0.1	-4	0	-1

Complete entries, quoted from the list.
`O=C(NCCc1ccccc1)c1ccccc1NC(=O)C1CC=CCC1C(=O)O` (configuration not stated) in the list: ABCB6 inh MLPCN: 97; Glyco luc inh: -6; NOD2 RIPK2 PPI: 4; TLR9-MyD88 inh: -7; ABHD5 PLIN5 PPI: 2; MC4R ag barr: 0.0; aDG glyco act: -0.2; Granule exo inh: -2; Vif inh: 9; MC4R antag cAMP: -5
`COc1cc(C)nc(OCCNC(=O)COc2ccc(Cl)cc2Cl)n1` in the list: ABCB6 inh MLPCN: 104; Glyco luc inh: 0; NOD2 RIPK2 PPI: -3; TLR9-MyD88 inh: -7; ABHD5 PLIN5 PPI: -6; MC4R ag barr: -2.7; aDG glyco act: 3.9; Granule exo inh: -1; Vif inh: 1; MC4R antag cAMP: -7

Next section.
SMILES	ABCB6 inh MLPCN	Glyco luc inh	NOD2 RIPK2 PPI	TLR9-MyD88 inh	ABHD5 PLIN5 PPI	MC4R ag barr	aDG glyco act	Granule exo inh	Vif inh	MC4R antag cAMP
Cc1ccc(-c2cc(C(F)(F)F)c(C#N)c(SCC(=O)O)n2)cc1	102	1	-16	3	5	-3.0	-0.8	-1	-2	11
Cc1[nH]c2ccccc2c1/C=N/NC(=O)CNC(=O)c1ccco1	93	3	-4	x	-1	-2.5	-0.1	-6	x	-4
CCNC(=S)NNC(=O)c1ccc(OC)cc1	98	1	4	-6	-3	0.3	-0.5	-2	1	-1
C#CCSc1nc(C)cc(C(=O)OCC)c1C#N	100	0	-1	-14	-5	-0.3	0.0	17	15	-9
CC1Oc2ccccc2N(CC(=O)c2cccc(Cl)c2)C1=O (configuration not stated)	99	-5	2	2	-8	1.8	0.3	8	1	12
c1ccc2cc(C3OCC4(CCCC4)CO3)ccc2c1	95	-3	-9	-18	6	0.0	0.0	-2	x	0
Cc1onc(-c2ccccc2)c1C(=O)NC(C)CCc1ccccc1 (configuration not stated)	104	-4	5	-11	4	-0.4	0.1	-11	-15	9
CC(C)c1ccc(NC(=O)C2CC(=O)N(C(C)C)C2)cc1 (configuration not stated)	97	1	-6	4	4	-0.5	-0.3	-2	3	0
Cc1ccc(C(=O)Nc2ccc(N3CCOCC3)nc2)cc1	94	3	-12	0	0	-1.2	0.1	-3	0	5
Cc1onc(C(=O)Nc2ccc(OC(F)(F)F)cc2)c1[N+](=O)[O-]	95	4	-4	3	-7	-2.3	0.0	2	-5	-2
Cc1cc(C)n(C(C)Sc2ccccc2)n1 (configuration not stated)	98	1	6	7	0	-1.2	-0.1	-3	x	6
Cc1csc(NC(=O)C2CC(=O)N(c3ccc4c(c3)OCCO4)C2)n1 (configuration not stated)	100	2	-8	1	13	-1.3	-0.1	-1	17	6
CCOC(=O)CC1C(=O)NCCN1C(=O)COc1ccc(C(C)(C)C)cc1 (configuration not stated)	95	2	-3	-3	1	0.9	0.1	-10	22	-1
Cc1ccc(NC(=O)CN(C)C(=O)CNC(=O)c2sc3ccccc3c2Cl)cc1	101	-1	0	-10	-11	-2.1	0.1	7	x	9
N#Cc1ccc(Cl)cc1NC(=O)COC(=O)c1cccc(S(=O)(=O)N2CCOCC2)c1	94	2	-7	2	0	2.8	0.5	-2	1	2
CCOc1ccc(N(CC)S(=O)(=O)c2cccc3nsnc23)cc1	95	-2	-4	-16	0	0.1	0.0	3	-3	11
COc1ccccc1CN1CC(C(=O)N2CCC(C(=O)c3ccccc3)CC2)CCC1=O (configuration not stated)	105	3	4	-1	-2	-0.1	-0.1	11	-5	10
N#CC(c1ccc(O)cc1)N1CCN(C(C#N)c2ccc(O)cc2)CC1 (configuration not stated)	107	1	-4	-7	-10	-2.9	-0.2	-1	-5	1
Cc1cc(=O)oc2c(C)c(OCC(=O)c3ccccc3)ccc12	100	-5	-14	-1	-6	-0.3	0.3	-2	-3	-2
COc1cc(C2c3c(n[nH]c3C)C(=O)N2c2ccc(C)cc2)ccc1O (configuration not stated)	99	3	-5	-8	1	-1.3	0.0	-4	0	9
CCn1cc(CN2CCC(C(=O)Nc3cccc(-c4cccc(OC)c4)c3)CC2)c(C)n1	96	-3	0	-5	4	1.8	-0.2	33	1	6
CCCc1nc(SCC(=O)Nc2cc(C)on2)c2c(=O)n(C)c(=O)n(C)c2n1	92	0	1	-5	-6	0.9	0.1	2	-2	8
Cc1ccc(N=C2NC(=O)c3cccc([N+](=O)[O-])c32)cc1	92	3	-5	-2	2	-1.1	0.2	0	1	1
Cc1nn(CC(=O)c2ccccc2Cl)c(C)c1[N+](=O)[O-]	100	-7	-1	0	-2	-1.9	0.1	0	3	3
COc1ccc(S(=O)(=O)N2CCc3ccccc32)cc1C(=O)OCc1nnc(-c2ccccc2)o1	93	1	-5	-2	4	-0.5	0.2	1	2	1
CS(=O)(=O)NN1C(=O)c2ccccc2NC1c1ccccc1O (configuration not stated)	98	3	-5	-10	-1	-0.2	0.1	1	-1	5
COC(=O)c1c(-c2ccc(OC)cc2)oc2ccccc12	90	0	-12	-1	4	2.7	-0.2	-6	-12	1
COCCc1nc2ccc(C(=O)N(C)Cc3cccc(-n4nc(C)cc4C)c3)cc2o1	100	1	-14	-7	13	2.7	-0.1	1	-3	7
COc1ccc(C(=O)N[C@H](C(=O)Nc2ccc(S(=O)(=O)N3CCOCC3)cc2)C(C)C)cc1	102	-2	-3	0	-3	-1.4	-0.1	4	-9	10
CSC1=NCCN1C(=O)COc1ccccc1	99	0	-20	1	-2	0.9	-0.1	12	12	1
CCc1ccc(-c2cc3c(=O)n(CC(=O)NCCN4CCCCC4C)nc(C)n3n2)cc1 (configuration not stated)	103	-2	8	-4	1	-2.5	3.2	14	10	6
COc1ccccc1C(=O)C1CCCN(C(=O)CN2CCCCC2=O)C1 (configuration not stated)	99	-2	0	-4	1	-3.5	0.0	1	4	8
Cc1ccc(C(=O)N/N=C2\CCCc3ccccc32)c(C)c1	92	0	1	-7	3	-2.5	0.7	-2	-10	-1
CN(C)CCCNC(=S)NCC(c1ccc(Cl)cc1Cl)c1c[nH]c2ccccc12 (configuration not stated)	96	-5	3	-1	15	0.1	-0.4	92*	2	-4
COCCCNCCC(CCC(C)C)c1ccc2c(c1)OCO2 (configuration not stated)	95	-2	3	x	7	1.1	0.7	1	-4	11
O=C1NC(=O)C2(COC(c3ccccc3Cl)OC2)S1 (configuration not stated)	103	1	7	0	7	-2.7	-0.1	0	0	14
CCC(=O)OC1c2ccccc2C(=O)N1Cc1ccccc1 (configuration not stated)	98	-1	-6	-6	3	0.2	0.0	0	-5	6
CCCS(=O)(=O)NC(=O)C1(C)CCCN(C(=O)c2ccccc2)C1 (configuration not stated)	101	1	-14	x	-2	-0.2	0.0	0	x	4
COCc1cc(=O)[nH]c(/N=C(\N)Nc2cccc(Cl)c2)n1	99	2	-12	x	6	-2.4	-0.1	1	1	-15
Cc1ccc(-n2ncc3c(N4CCN(c5ccccc5)CC4)ncnc32)c(C)c1	81	-5	2	-3	3	-0.9	0.4	-3	-18	7
CC(C)(C)c1ccc(-c2nc(C#N)c(N3CCC(C(N)=O)CC3)o2)cc1	95	-1	-4	6	-2	0.2	0.4	-20	-5	8
CC(=O)c1cccc(NS(=O)(=O)c2ccc(N/C=C/C(=O)c3ccc(F)cc3)cc2)c1	95	-7	3	6	0	1.8	3.9	-5	x	14
CC(=O)Nc1cc2c(cc1C(=O)C(C)C)OCCO2	113	0	-2	-2	-1	-2.1	0.6	1	18	-6
O=c1cc(-c2ccc([N+](=O)[O-])cc2)nc2cc(-c3ccc(F)cc3)[nH]n12	103	3	-4	3	-4	-1.4	-0.2	3	-1	11
Cc1ccc(-c2nnc(SCC(=O)N/N=C/c3ccccc3C(=O)O)n2-c2ccc(Cl)cc2)cc1	104	0	-19	-7	1	4.0	-0.2	5	0	15
Cc1csc(C(C)N(C)C(=O)c2ccc(OC3CCN(Cc4ccccn4)CC3)cc2)n1 (configuration not stated)	96	-3	2	-7	-1	1.4	0.6	0	-5	8
N#Cc1nc(-c2ccco2)oc1NCc1cccnc1	103	2	-5	0	-10	0.4	0.0	-1	7	2

High-throughput results as filed in PubChem BioAssay.

An excerpt, so the mix of outcomes need not match the whole.
